SRC1 TRFRET art: TR-FRET artefact, counter-screen to PPARgamma/SRC-1 agonist assay; TR-FRET detection artefact counter-screen, emission ratio; hits give high values; TR-FRET ratio at 8 µM; 99,000 tested, 0.34% active; AID 1051; in the data active = TR-FRET ratio above about 2300; note: inactives centre near 1800; reference of the scale not given here
SRC3 TRFRET art: TR-FRET artefact, counter-screen to PPARgamma/SRC-3 agonist assay; PPARgamma/SRC-3 format; hits give high values; TR-FRET ratio at 8 µM; 99,000 tested, 0.39% active; in the data active = TR-FRET ratio above about 2000; note: inactives centre near 1600; reference of the scale not given here
The depositor's hits bear a star. A portion of the library. The share of hits here may be higher or lower than overall.

SMILES	SRC1 TRFRET art	SRC3 TRFRET art
O=C(CSc1ccc2nnc(-c3ccccc3)n2n1)N1CCCc2ccccc21	1884	1347
CN1CCN(C(=O)c2cnn3c2NC(c2ccccc2)CC3C(F)(F)F)CC1 (centres undefined)	1669	1608
CN1CCC(N(C)CC(O)c2ccccc2)CC1 (centres undefined)	1763	1568
C/C(CC(=O)NC1CCCCC1)=N\NC(=O)COc1ccc(C)cc1Br	1939	1544
C/C(CC(=O)N1CCN(C=O)CC1)=N\NC(=O)c1ccc(Cl)cc1	1518	1509
Cn1ncc(Br)c1C(=O)N1CCN(C(=O)c2ccco2)CC1	1767	1542
Cc1ccc(OCC(=O)Nc2ccc3c(c2)CCC3)c([N+](=O)[O-])n1	1575	1456
O=[N+]([O-])c1ccc(-c2cn(-c3ccccc3F)c(=S)[nH]2)cc1	1814	1800
COc1ccccc1NC(=O)Cn1cc(C(=O)c2ccco2)c2ccccc21	1478	1363
CC1(C)CC(N(Cc2ccccc2)C(=O)Cc2ccccc2)CCO1 (centres undefined)	1990	1315
CC(C)CC(NC(=O)C1CCC(C)CC1)C(=O)Nc1cccnc1 (centres undefined)	1736	1471
COc1cc2[nH]ccc(=O)c2cc1OC	1686	1247
COc1cccc(CN2CCN(Cc3ccc(O)cc3)CC2CCO)c1 (centres undefined)	1701	1476
C/C(N)=C(/C#N)C(=O)CSc1n[nH]c(-c2cccs2)n1	1753	1654
O=C(NCCc1ccccc1)c1ccc(-c2ccccc2Cl)o1	1698	1408
COc1ccc(C/C(N)=N/OC(=O)c2cccs2)cc1	1807	1571
O=C(N/C(=C/C=C/c1ccccc1)C(=O)N1CCOCC1)c1ccccc1Cl	1702	1699
CCC(CC)=NNC(=O)c1ccccc1OCc1ccc(F)cc1	2063	1620
Cc1ccc(Nc2cc(-n3nc(C)cc3C)ncn2)c(C)c1	1847	1500
CCOC(=O)c1ccc(N2C(=O)C(CC(=O)NC)N(CCc3ccc(OC)c(OC)c3)C2=S)cc1 (centres undefined)	1840	1508
COc1ccc(C(=O)N2C(=O)c3ccc(N)cc3C2=O)cc1	1773	1549
CCc1ccc(NC(=O)CSc2nc(NS(=O)(=O)c3ccccc3)cc(=O)[nH]2)cc1	1835	1539
CCc1ccccc1NC(=O)COc1ccc2c(c1)OCO2	1657	1319
Cc1cc2oc(=O)cc(Cn3ncc(Cl)c(Cl)c3=O)c2cc1Cl	1699	1808
COc1ccc2nc(N/C(N)=N/C(=S)Nc3ccccc3)nc(C)c2c1	1759	1557
O=C(Nn1c(C2CCCCC2)nc2ccccc2c1=O)c1ccc(Cl)c([N+](=O)[O-])c1	1863	1714
Cc1ccc(S(=O)(=O)Oc2ccc(/C=C3/N=C(c4ccccc4)OC3=O)cc2)cc1	1692	1602
CCOC(=O)C1(CC2CC2)CCN(S(=O)(=O)/C=C/c2ccccc2)CC1	1501	1536
Cc1ccc(-c2nc3cnccn3c2Nc2ccc3c(c2)OCO3)o1	1750	1451
CN(C)/C=C(\C#N)C(N)=C(C#N)C#N	1800	1412
CC(=O)NCCCNS(=O)(=O)c1ccc(C)cc1	1748	1624
Cc1cc([N+](=O)[O-])ccc1NC(=O)/C=C/c1cccs1	1947	1438
CCc1ccc(-c2cc(C(=O)NN3CCOCC3)c3ccccc3n2)s1	1884	1660
Cc1nn(Cc2ccccc2)c(C)c1NC(=O)CCCn1nc([N+](=O)[O-])cc1C	1840	1624
CNCC(=O)Nc1ccc(OC(F)(F)F)cc1	2023	1489
CCCOc1ccc(C(=O)CCN2CCN(C(=O)OCC)CC2)cc1	1712	1510
Cc1cccc(NC(=S)Nc2ccc(N3CCOCC3)cc2)c1C	2122	1799
CC(=O)Nc1ccc(N(C(=O)CNC(=O)c2ccco2)C(C(=O)NCc2ccco2)c2ccccc2F)cc1 (centres undefined)	2017	1679
Cc1csc(NC(=O)Cc2ccccc2[N+](=O)[O-])n1	2068	1494
Cc1ccc(NC(=O)CSc2ncc3ccccn23)cc1C	1775	1523
FC(F)(F)c1nc(N2CCN(c3ccccc3)CC2)nc2c1CCCCC2	1834	1537
O=[N+]([O-])c1ccc2nc(SCc3cn4cc(Cl)ccc4n3)[nH]c2c1	1920	1691
Cc1c(NS(=O)(=O)c2ccc(N3CCN(C)CC3)c([N+](=O)[O-])c2)c(=O)n(-c2ccccc2)n1C	1793	1551
CC1CC(C)CN(C(=O)CSc2nnc(-c3ccc(Cl)s3)o2)C1 (centres undefined)	1900	1502
COc1cc(C(=O)Oc2ccccc2N)cc(OC)c1OC	2053	1615
Cc1cc(F)ccc1S(=O)(=O)Nc1ncnc2scc(-c3ccc(F)cc3)c12	1928	1712
Clc1ccc2c(c1)C(C1=NCCN1)c1ccccc1CS2 (centres undefined)	1492	1761
CCCCSc1nc2c(c(=O)n1CC)SC(C)C2 (centres undefined)	1817	1403
COc1ccccc1[C@@H]1C(c2cccc(Cl)c2)=NN(c2ccc(Br)cc2)[C@H]1C(=O)N1CCOC1=O	1872	1464
Cc1cc(C)cc(OCc2nc(-c3cccnc3)no2)c1	1748	1455

The list continues.
SMILES	SRC1 TRFRET art	SRC3 TRFRET art
CCN(CC(=O)NCc1ccc(Cl)cc1)S(=O)(=O)c1ccc(NC(C)=O)cc1	1882	1555
COc1ccc(-c2cc3ccccc3n2CC(O)CN2CCC(C)CC2)cc1 (centres undefined)	1969	1745
COc1ccc(C2CC(c3cccs3)=NN2C(=O)c2ccc(Br)o2)cc1 (centres undefined)	1851	1564
O=C(CCCCCn1c(=S)[nH]c2ccc(N3CCOCC3)cc2c1=O)NCc1ccccc1Cl	1939	3063*
CCCCN(C(=O)COc1ccc(NC(C)=O)cc1)C1CCS(=O)(=O)C1 (centres undefined)	2072	1592
CN(C)c1ccc(C(=O)OCC(=O)c2cccs2)cc1	2124	1833
N#Cc1ccccc1Cn1c(=O)n(-c2ccc(CC(=O)NCc3ccco3)cc2)c(=O)c2sccc21	1587	1410
CC1CCCC(C)N1C(=O)CSc1nnc(COc2cccc3cccnc23)o1 (centres undefined)	2061	1751
Cc1cc(NC(=O)/C=C/c2ccccc2Cl)no1	1684	1512
CCOc1nc(N2CCOCC2)nc(N2CCOCC2)n1	1805	1739
CC(C)(C)NC(=O)CN(C(=O)c1csnn1)c1cccc2c1CCCC2	1712	1395
Cc1n[nH]c(C)c1CCCCOc1ccccc1	1710	1408
CCCCCCOc1ccc(N2C(=O)CC(SC(=NCC)NCC)C2=O)cc1 (centres undefined)	2053	1656
CCOc1ccc(NC2=C(Cl)C(=O)N(C3CCCCC3)C2=O)cc1	1807	1533
Cc1nn(CC(=O)NCc2ccccn2)c(C)c1[N+](=O)[O-]	1966	1305
O=C(CN1CCN(c2ccc(F)cc2)CC1)Nc1cccnc1Cl	1757	1461
O=C(COc1ccc(-c2ccccc2)cc1)NNC(=O)NC1CCCCC1	1650	1355
CCOC(=O)/C(C)=N/NC(=O)c1ccc([N+](=O)[O-])cc1	1911	1476
Cc1ccc(-n2ncc(-c3nnc(SCC(=O)NC4CCCC4)o3)c2N)cc1C	1900	1647
Fc1ccc(NC(=S)N2CCSC2c2cccs2)cc1 (centres undefined)	1398	1555
COC(=O)/C(=N/Nc1ccccc1C)Sc1nnc(C(O)c2ccccc2)n1-c1ccccc1 (centres undefined)	1835	1472
CC1CCc2nc3ccccc3c(C(=O)OCC(=O)N3CCc4ccccc43)c2C1 (centres undefined)	1875	1631
CC/C(=N\NC(=O)c1c[nH]c2ccccc12)c1cccs1	1650	1541
CCCOc1ccc(Cc2c(Cl)nc(SC)nc2OC)cc1	1610	1293
CC(C)c1ccc2occ(-c3nn[nH]n3)c(=O)c2c1	1767	1630
COC(=O)[C@@H](NC(=O)c1ccc(OC2CCN(Cc3ccccn3)CC2)cc1)C(C)C	1724	1550
O=C(c1ccc(F)cc1)N1CCN=C1c1ccccc1	1859	1618
Nc1cccc(S(=O)(=O)c2ccc(N)c(N)c2)c1	1696	1434
COc1ccccc1NC(=S)N(Cc1ccc(C(=O)O)cc1)Cc1ccc(OC)c(OC)c1	1845	1532
CC1=C(C#N)C(NC(=O)c2ccc(Cl)cc2)(C(F)(F)F)C(=O)N1 (centres undefined)	1719	1600

Complete entries, quoted from the list. Values in the order: SRC1 TRFRET art | SRC3 TRFRET art
`Nc1cccc(S(=O)(=O)c2ccc(N)c(N)c2)c1` reads 1696 | 1434
`CCCOc1ccc(Cc2c(Cl)nc(SC)nc2OC)cc1` reads 1610 | 1293
`CC1=C(C#N)C(NC(=O)c2ccc(Cl)cc2)(C(F)(F)F)C(=O)N1` (centres undefined) reads 1719 | 1600

Later entries:
SMILES	SRC1 TRFRET art	SRC3 TRFRET art
CN(C)CCCNC(=O)c1ccc(Oc2ccccc2)cc1	1757	1727
Cc1cccc(C)c1NC(=S)N1CCCN(C)CC1	1768	1464
COc1cc(OC)cc(-c2nnc(N(C)C(=O)c3ccncc3)s2)c1	1807	1487
N/C(=N\OC(=O)/C=C/c1ccccc1)c1ccc(Br)cc1	1513	1508
COC(=O)CC1C(=O)NCCN1C(=O)Nc1cccc(Cl)c1 (centres undefined)	1844	1601
Cn1c(SCc2n[nH]c(=S)o2)nnc1-c1ccccc1	1634	1522
Cc1ccccc1CN(CC1CCC(C(=O)O)CC1)C(=S)Nc1ccccc1F (centres undefined)	1973	1564
CC(C)c1ccccc1NC(=S)NC1CCCCC1	1883	1701
Cc1cccc(C(=O)NC2CCN(CC(=O)NCc3cccs3)CC2)c1	1707	1543
CC(C)N(CC(N)=O)C(=O)Cc1coc2cc3c(cc12)CCC3	1805	1538
N#CCCN(/N=C/c1cccnc1)C1=NS(=O)(=O)c2ccccc21	2017	1597
COc1ccc(NC(=O)N2c3ccccc3C(C)=CC2(C)C)cc1	2029	1565
O=c1c2cc(Cl)ccc2nc(-c2ccccc2)n1O	2103	1633
CC(C)N(c1ccccc1)c1ccc(NC(=O)CCl)cc1	2045	1417
O=C(NC1CCS(=O)(=O)C1)/C(=C/c1ccc(Cl)cc1)NC(=O)c1ccccc1 (centres undefined)	1842	1497
COc1ccc(CC(=O)NC(C)c2nnc(SCC(=O)Nc3cc(C)ccc3OC)n2C)cc1 (centres undefined)	1548	1551
CCNC(=S)N1CCN(c2ncccn2)CC1	2049	1808
COc1ccc(OC)c(C(=O)c2ccc(C(=O)Nc3ccc4ccccc4c3)cc2)c1	1947	1629
CC1C/C(=N\Nc2ccc(S(N)(=O)=O)cc2[N+](=O)[O-])CC(C)(C)C1 (centres undefined)	1857	1503
O=C(CCN1C(=O)c2cccc3cccc(c23)C1=O)N1CCN(c2ccccc2F)CC1	1681	1812
COc1ccccc1CNC(=O)COc1ccc2c(c1)CCC2	1927	1719
CC(CCc1ccccc1)NC(=O)COC(=O)C12CC3CC(CC(Br)(C3)C1)C2 (centres undefined)	1836	1612
CCOC(=O)COc1cc(-n2c(=S)[nH]c3cc(OC)c(OC)cc3c2=O)c(Cl)cc1Cl	1858	1487
COc1cc2c(cc1OC)CN(CC(=O)Nc1ccccc1SC)CC2	1784	1379
C/C(=N\NC(=O)c1ccc(COc2ccccc2)cc1)c1ccncc1	1965	1360
CCCCNS(=O)(=O)c1ccc(NC(=O)C(Sc2ccccc2)c2ccccc2)cc1 (centres undefined)	1462	1412
COc1ccc(NC(=O)C(c2ccc(C)cc2)N(C)C(=O)c2ccc(=O)[nH]c2)cc1 (centres undefined)	1907	1569
O=C1[C@H]2[C@H]3[C@H](O)[C@H](O)C/C(=N\OC[C@@H](O)COCc4ccco4)[C@@H]3CC[C@H]2C(=O)N1c1ccc(F)cc1F	1609	1241
O=C(c1cccc(S(=O)(=O)N2CCCC2)c1)N(Cc1ccco1)C1CCS(=O)(=O)C1 (centres undefined)	1816	1474
Cc1ccc(C(=O)N/C(=C\c2ccc(F)cc2)C(=O)NCc2ccncc2)cc1	1670	1492

An excerpt from above in order of formula weight, low to high.
SMILES	SRC1 TRFRET art	SRC3 TRFRET art
Cc1ccc(C(=O)N/C(=C\c2ccc(F)cc2)C(=O)NCc2ccncc2)cc1	1670	1492
CC(CCc1ccccc1)NC(=O)COC(=O)C12CC3CC(CC(Br)(C3)C1)C2 (centres undefined)	1836	1612
O=C(c1cccc(S(=O)(=O)N2CCCC2)c1)N(Cc1ccco1)C1CCS(=O)(=O)C1 (centres undefined)	1816	1474
CCCCNS(=O)(=O)c1ccc(NC(=O)C(Sc2ccccc2)c2ccccc2)cc1 (centres undefined)	1462	1412

6 records drawn at random from the list so far:
SMILES	SRC1 TRFRET art	SRC3 TRFRET art
CCc1ccc(-c2cc(C(=O)NN3CCOCC3)c3ccccc3n2)s1	1884	1660
CCOc1nc(N2CCOCC2)nc(N2CCOCC2)n1	1805	1739
CCCOc1ccc(C(=O)CCN2CCN(C(=O)OCC)CC2)cc1	1712	1510
COc1ccc2nc(N/C(N)=N/C(=S)Nc3ccccc3)nc(C)c2c1	1759	1557
CC(=O)Nc1ccc(N(C(=O)CNC(=O)c2ccco2)C(C(=O)NCc2ccco2)c2ccccc2F)cc1 (centres undefined)	2017	1679
N/C(=N\OC(=O)/C=C/c1ccccc1)c1ccc(Br)cc1	1513	1508

Further records:
SMILES	SRC1 TRFRET art	SRC3 TRFRET art
CCN(CC)S(=O)(=O)c1cc(NC(=O)COc2ccc(C#N)cc2OC)ccc1C	1644	1670
O=C(Cc1ccsc1)Nc1ccc(S(=O)(=O)C(F)F)cc1	1704	1465
CC(=O)c1ccc(NC(=S)NC(C)CCc2ccccc2)cc1 (centres undefined)	1927	1505
CC(NC(=O)NC1CCCCC1)c1ccc2c(c1)OCO2 (centres undefined)	1596	1416
CCOC(=O)c1c(NC(=O)C2C3C=CC(CC3)C2C(=O)O)sc(C)c1C (centres undefined)	1859	1680
Cn1c(CC(=O)Nc2ccccc2)c(Sc2ccccc2)c2ccccc21	1696	1479
N/C(=N\OC(=O)Cc1ccccc1[N+](=O)[O-])c1ccccn1	1402	1675

An excerpt from the list above:
SMILES	SRC1 TRFRET art	SRC3 TRFRET art
O=C(Cc1ccsc1)Nc1ccc(S(=O)(=O)C(F)F)cc1	1704	1465
CC(=O)c1ccc(NC(=S)NC(C)CCc2ccccc2)cc1 (centres undefined)	1927	1505
